LMP1 NFkB inh: reduces LMP1-driven NF-kappaB luciferase signal. LMP1-induced NF-kappaB luciferase reporter cells, luminescence. inhibition, % at 12.5 µM. 350,000 tested, 0.69% active; in the data active = inhibition above about 41%;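 note: 0% = neutral control wells and 100% = reference inhibitor control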
LRH-1 inv ag: suppresses constitutive activity of human LRH-1. O00482. HEK293T StAR-luciferase reporter, LRH-1 transfected, 24 h. inhibition, % at 3.6 µM. 360,000 tested, 0.13% active;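 active = inhibition above the mean inhibition of all tested compounds plus 3 SD, cut at about 73% in these data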;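 note: 0% = DMSO wells and 100% = reporter-only cells lacking LRH-1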
TWEAK Fn14 block: TWEAK-Fn14 signaling inhibition; AID 1159606; 360,000 tested, 2% active; inhibition, % at 10 µM; TWEAK-stimulated Fn14 reporter cells, luciferase luminescence, 8 h; in the data active = inhibition above about 50%
NR2F2 inh: blocks human COUP-TFII nuclear receptor | P24468 | HEK293T NGFI-A luciferase reporter, luminescence | inhibition, % at 8.6 µM | 370,000 tested, 0.7% active;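 active = inhibition above a per-plate cutoff, mean inhibition of test wells between control levels plus 3 SD, cut at about 38% in these data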;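 note: cells cotransfected with COUP-TFII expression vector driving the NGFI-A reporter; 0% = median of COUP-TF2 test wells and 100% = reporter-only cells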
TROY signal inh: TROY signaling inhibition; inhibition, % at 10 µM; 360,000 tested, 0.98% active; Q293 LMP1-TROYcd NF-kB luciferase reporter, 4 h; AID 1347056;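 active = compounds whose plate-normalised and pattern-corrected inhibition of the luciferase reporter signal at the single screening dose is 50% or more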
NCOA1 inh: inhibits human SRC1 coactivator. HEK293 GAL4-SRC1 luciferase reporter, luminescence. inhibition, % at 3.6 µM. 360,000 tested, 0.12% active. AID 588354;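 active = inhibition above the campaign mean plus 3 SD, with each screening campaign given its own cutoff, cut at about 60% in these data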;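 note: 0% = DMSO treated cells and 100% = gossypol at 36 µM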
NCOA2 inhibitor: inhibits human steroid receptor coactivator 2; 370,000 tested, 0.17% active; inhibition, % at 9 µM; HEK293 GAL4-SRC2 luciferase reporter, luminescence;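 active = inhibition above the mean inhibition of all tested compounds plus 3 SD, set per campaign, cut at about 52% in these data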;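 note: 0% = DMSO treated cells and 100% = cells given Gossypol at 36 µM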
NOD2 RIPK2 PPI: blocks binding of human NOD2 to RIPK2; CHO BLA complementation NOD2-RIPK2, CCF4 ratio; inhibition, % at 4.98 µM; 360,000 tested, 0.38% active; AID 624267; in the data active = inhibition above about 21%;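 note: 0% = vehicle only and 100% = reference blocker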
SRC3 inh: human NCOA3 inhibition | AID 588352 | HEK293 GAL4-SRC3 luciferase reporter, luminescence | 360,000 tested, 0.17% active | inhibition, % at 3.6 µM;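 active = inhibition above a per-campaign cutoff, the mean of all compounds plus 3 SD, cut at about 60% in these data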;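 note: 0% = DMSO-treated cells and 100% = gossypol-treated cells at 36 µM; higher means less SRC3-driven luciferase light from the GAL4 reporter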
TLR9-MyD88 inh: TLR9-MyD88 interaction inhibition. Q9NR96+Q99836. CHO BLA complementation TLR9-MyD88, CCF4 FRET ratio. AID 504734. inhibition, % at 4.98 µM. 340,000 tested, 0.21% active;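 active = inhibition above the mean over all tested compounds plus 3 SD, cut at about 21% in these data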;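 note: 0% = DMSO only wells and 100% = clavulanate BLA inhibitor control wells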
C8 TRAIL sens: sensitizes caspase-8 expressing cells to TRAIL | NB7+C8 cells + TRAIL, ATPlite viability luminescence | inhibition (viability loss, TRAIL sensitization), % at 10 µM | 360,000 tested, 1% active;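 active = compounds causing at least 50% loss of cell viability in the single-dose screen, relative to plate controls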
An asterisk follows results filed as active; / = not tested or not shown. An excerpt; rates above refer to the full screens.

SMILES	LMP1 NFkB inh	LRH-1 inv ag	TWEAK Fn14 block	NR2F2 inh	TROY signal inh	NCOA1 inh	NCOA2 inhibitor	NOD2 RIPK2 PPI	SRC3 inh	TLR9-MyD88 inh	C8 TRAIL sens
CCCCCN(C(=O)CCC(=O)OCc1ccccc1F)c1c(N)n(CCCC)c(=O)[nH]c1=O	4	4	-2	23	16	-13	7	-4	17	-2	-17
S=c1[nH]nc(COc2ccc(Cl)cc2)n1Cc1ccccc1	-22	11	-12	10	16	-11	-10	-15	0	0	-5
COc1ccccc1-c1nn(Cc2ccccc2)cc1/C=C/C(=O)O	0	-1	17	2	-6	-25	-7	-12	20	-1	8
Cn1c(C(=O)NCCN2CCc3ccccc3C2)cc2c(=O)n(C)c3ccccc3c21	-23	14	18	-8	-17	11	-9	-13	15	-6	-27
COC(=O)CN1C(=O)[C@H]2[C@@H](c3ccc(C)o3)N3C(=O)CN(CCO)C(=O)[C@@]3(C)[C@H]2C1=O	-4	-2	-16	-2	-8	-15	-8	1	8	-9	-11
NC(=O)c1cc([N+](=O)[O-])ccc1NCc1cccc(N)c1	8	31	-35	-6	-19	5	-32	-4	-3	-6	-4
O=C(CCn1nc(-c2ccc(Cl)cc2)c2ccccc2c1=O)NCCN1CCOCC1	3	21	-4	-3	-9	-1	-4	-4	3	1	3
CN1CCN(c2cc(C(F)(F)F)nc(-c3ccccn3)n2)CC1	6	-1	7	3	3	-1	18	-13	25	-14	2
CC1(C)COCN1C(=O)c1ccc(C#N)cc1	-4	6	0	-6	-9	3	-36	4	22	-13	-6
Cc1ccc(O)c(-c2cc(C(=O)Nc3ccc(S(=O)(=O)Nc4nccc(C)n4)cc3)[nH]n2)c1	1	-22	-5	19	-3	-1	-16	5	-6	9	-6
O=C(CN1C(=O)c2ccccc2S1(=O)=O)NCc1ccc(F)cc1	0	18	-4	-10	-16	-25	3	-3	6	-16	-21
CCOC(=O)c1oc2ccccc2c1CSc1nnnn1-c1ccccc1	-10	12	0	-13	-4	-15	-25	7	-2	7	3
CN(/N=C/c1cccs1)c1cc(=O)n(C)c(=O)[nH]1	0	3	-15	2	1	-5	-21	-3	-7	3	-13
CCCCC(=O)Nc1cccc(NC(=O)c2cccc([N+](=O)[O-])c2)c1	10	20	16	-13	-22	15	-33	0	-1	4	-5
Cn1c(CNC(=O)c2ccc3c(c2)OCO3)nnc1SCC(=O)Nc1ccccc1F	0	-17	2	9	-23	-1	-13	-1	4	1	4
N#CCC(=O)Nc1ccc(C(=O)N2CCN(S(=O)(=O)c3ccc4ccccc4c3)CC2)cc1	3	2	-4	14	-2	-49	-4	-4	-8	0	-2
O=C(CCN1CCCCC1)N/N=C/c1c[nH]c2ccccc12	-11	2	5	-11	-15	8	-17	1	-1	-53	-4
CC(NCc1ccccc1O)c1ccccc1 (centres undefined)	2	17	2	3	2	-3	4	3	7	-8	-4
CCC(=O)Nc1cccc(NC(=S)NC(=O)c2ccccc2Cl)c1	-13	-74	-19	1	-53	-46	-58	-2	-32	2	3
N#C/C(=C\c1ccccc1C(F)(F)F)C(=O)Nc1ccccc1	8	-12	-82	23	-69	1	2	-7	11	-3	-1

Sorted by length of the SMILES (ascending): part of the list above.
SMILES	LMP1 NFkB inh	LRH-1 inv ag	TWEAK Fn14 block	NR2F2 inh	TROY signal inh	NCOA1 inh	NCOA2 inhibitor	NOD2 RIPK2 PPI	SRC3 inh	TLR9-MyD88 inh	C8 TRAIL sens
CC(NCc1ccccc1O)c1ccccc1 (centres undefined)	2	17	2	3	2	-3	4	3	7	-8	-4
CC1(C)COCN1C(=O)c1ccc(C#N)cc1	-4	6	0	-6	-9	3	-36	4	22	-13	-6
S=c1[nH]nc(COc2ccc(Cl)cc2)n1Cc1ccccc1	-22	11	-12	10	16	-11	-10	-15	0	0	-5
CN(/N=C/c1cccs1)c1cc(=O)n(C)c(=O)[nH]1	0	3	-15	2	1	-5	-21	-3	-7	3	-13
CCOC(=O)c1oc2ccccc2c1CSc1nnnn1-c1ccccc1	-10	12	0	-13	-4	-15	-25	7	-2	7	3
COc1ccccc1-c1nn(Cc2ccccc2)cc1/C=C/C(=O)O	0	-1	17	2	-6	-25	-7	-12	20	-1	8
NC(=O)c1cc([N+](=O)[O-])ccc1NCc1cccc(N)c1	8	31	-35	-6	-19	5	-32	-4	-3	-6	-4
O=C(CN1C(=O)c2ccccc2S1(=O)=O)NCc1ccc(F)cc1	0	18	-4	-10	-16	-25	3	-3	6	-16	-21
CCCCC(=O)Nc1cccc(NC(=O)c2cccc([N+](=O)[O-])c2)c1	10	20	16	-13	-22	15	-33	0	-1	4	-5
Cn1c(CNC(=O)c2ccc3c(c2)OCO3)nnc1SCC(=O)Nc1ccccc1F	0	-17	2	9	-23	-1	-13	-1	4	1	4
Cn1c(C(=O)NCCN2CCc3ccccc3C2)cc2c(=O)n(C)c3ccccc3c21	-23	14	18	-8	-17	11	-9	-13	15	-6	-27
CCCCCN(C(=O)CCC(=O)OCc1ccccc1F)c1c(N)n(CCCC)c(=O)[nH]c1=O	4	4	-2	23	16	-13	7	-4	17	-2	-17
N#CCC(=O)Nc1ccc(C(=O)N2CCN(S(=O)(=O)c3ccc4ccccc4c3)CC2)cc1	3	2	-4	14	-2	-49	-4	-4	-8	0	-2
Cc1ccc(O)c(-c2cc(C(=O)Nc3ccc(S(=O)(=O)Nc4nccc(C)n4)cc3)[nH]n2)c1	1	-22	-5	19	-3	-1	-16	5	-6	9	-6
COC(=O)CN1C(=O)[C@H]2[C@@H](c3ccc(C)o3)N3C(=O)CN(CCO)C(=O)[C@@]3(C)[C@H]2C1=O	-4	-2	-16	-2	-8	-15	-8	1	8	-9	-11

(continued)
SMILES	LMP1 NFkB inh	LRH-1 inv ag	TWEAK Fn14 block	NR2F2 inh	TROY signal inh	NCOA1 inh	NCOA2 inhibitor	NOD2 RIPK2 PPI	SRC3 inh	TLR9-MyD88 inh	C8 TRAIL sens
C[C@@H]1CN([C@H](C)CO)C(=O)c2cc(NC(=O)Nc3ccc(F)cc3)ccc2O[C@@H](C)CCCCO[C@H]1CN(C)S(=O)(=O)c1cccs1	5	6	11	8	2	-7	-9	-4	-13	-6	22
COc1ccc(S(=O)(=O)N2CCCC(C(=O)NC3CCCCC3)C2)cc1 (centres undefined)	-7	1	13	-13	1	-15	-27	3	-7	2	2
CC1(C(=O)NC2CCCC2)CCN1C(=O)Cc1ccc(-c2ccccc2)cc1 (centres undefined)	/	-12	4	32	2	11	11	9	-11	/	7
CCOC(=O)Cn1nc(NC(=O)c2cc(OC)cc(OC)c2)cc1C	-36	-23	-9	11	-19	-18	5	-1	17	-4	-16
CC(=O)NC(CCS(C)(=O)=O)C(=O)Nc1cc(C)ccc1C (centres undefined)	7	-5	-9	4	-14	-5	-30	-3	1	1	-6
COc1ccc(CCNC(=O)CCNC(=O)c2ccco2)cc1OC	5	8	14	15	11	-4	-6	-9	12	-7	-11
Cc1ccc(C)c(N2N=C(C(=O)Nc3cccc(S(=O)(=O)N4CCCCC4)c3)CCC2=O)c1	4	4	3	9	-19	1	-3	7	24	-3	-4
NC(=O)SCC(=O)Nc1cccc(Cl)c1	-4	-1	3	6	10	9	0	1	-2	1	-7
CC1(C(=O)NS(=O)(=O)c2ccccc2Cl)CCN1C(=O)CCc1ccc(Cl)cc1Cl (centres undefined)	/	-7	-32	-4	-13	4	-10	-10	-14	/	3
Cc1[nH]n(-c2ccccc2)c(=O)c1C=NCc1ccncc1	-5	-3	19	1	-11	-16	-9	-6	9	8	-1
CCOC(=O)c1[nH]c2ccc(OC)cc2c1NC(=O)CCN1CCc2ccccc2C1	1	11	26	-4	-6	-23	-31	-10	-5	-8	-3
C[C@H](OC(=O)n1ccnc1)[C@@H]1O[C@@]2(C)CCC[C@@H]1O2	4	-6	7	-9	-26	-4	7	16	-9	2	-8
CCN(CC)CCN(C(=O)C1=COCCO1)c1nc2cc3c(cc2s1)OCO3	-8	0	-9	22	-7	-9	-21	2	20	3	-4
Cc1ccc(S(=O)(=O)Nc2cccc(N(C)S(C)(=O)=O)c2)cc1[N+](=O)[O-]	-2	1	8	7	-2	-22	9	-9	14	3	-6
NC(=O)C1=C[C@@H](c2csc3ccccc23)C[C@@H](OCc2ccc(CO)cc2)O1	-1	13	-7	-10	3	-8	7	-10	10	-5	8
O=C(CCN1CCOCC1)NNC(=O)Nc1cccc(Cl)c1	-3	3	-4	-25	-1	0	-26	-6	3	-8	-16
CC(C)(C)c1ccc(C(=O)N/C(=C\c2ccco2)C(=O)Nc2ccccc2C(=O)O)cc1	-4	-12	46	-6	31	-14	-29	3	-16	-14	5
CC(C)n1ncc2c(C(=O)O)cc(C3CC3)nc21	0	8	3	-4	-4	3	-9	2	10	-3	-6
Cc1ccc(S(=O)(=O)N2CCN(C(=O)CCC(=O)Nc3ccc(Br)c(C)c3)CC2)cc1	0	-17	7	6	16	1	-5	-6	-5	-1	1
COc1ccc(CNC(=O)C2CCN(C(=O)c3ccco3)CC2)cc1	0	-6	-10	-1	5	-1	-4	2	3	-6	-9
CCCCS(=O)(=O)N1CCCC(C(=O)Nc2ccc3c(c2)CCC3)C1 (centres undefined)	-23	4	10	8	42	-9	-35	-9	-7	-9	-11
COC(=O)N/N=C(\C)c1cccc(C(F)(F)F)c1	-8	-22	5	14	-7	-9	-2	-8	1	-2	5
Fc1ccccc1-c1nc2ncccc2o1	-4	-18	0	-3	-32	-8	-32	-7	-8	7	3
COc1ccc(O)c(CN2CCC(n3nccc3NC(=O)c3ccccc3Cl)CC2)c1	0	3	-21	-8	-11	-17	-4	4	7	-9	-1
COc1ccc(C(=O)Cn2nnc(-c3ccccc3F)n2)cc1	12	0	0	-10	-33	-27	-4	-1	8	7	7
NS(=O)(=O)c1ccc(CCNC(=O)c2cc([N+](=O)[O-])ccc2N2CCOCC2)cc1	2	-6	-7	-7	-11	2	6	-10	-1	-6	-4
Cc1cccc(C)c1NC(=O)CSc1nnnn1-c1ccc(C(=O)O)cc1	0	17	3	-5	-4	-33	-4	0	6	0	-4
Clc1cccc(OCc2nc(-c3ccncc3)n[nH]2)c1	-10	-19	1	3	4	5	4	-6	7	-1	-12
COC(=O)C(CC(C)C)NC(=O)C(N)Cc1ccccc1 (centres undefined)	-25	7	-5	-6	5	-4	15	4	6	-2	-21
CC1=C(C(=O)N2CCOCC2)CC(CC(=O)NC2CCCC2)C(=O)N1Cc1ccccc1 (centres undefined)	-3	-2	19	5	-3	-5	-18	-7	6	14	2
CC(=O)Nc1ccc(OC(F)(F)Cl)cc1	4	-2	-18	-15	-8	5	-22	0	-11	1	-2
COc1ccc(C(C)(C)C)cc1NC(=O)Nc1ccc2c(c1)OCO2	34	-11	9	13	-7	-10	-14	-5	8	6	-12
